APOBEC3G inh: inhibitors of human APOBEC3G DNA deaminase. Q9HC16. recombinant A3G, ssDNA deamination FAM/TAMRA fluorescence. inhibition, % at 20 µM. hit rate 0.28% among 330,000. AID 493012;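 active = inhibition of at least 40% at 20 µM, with no more than 30% in the related APOBEC3A deaminase screen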;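 also: plate controls were DMSO wells with A3G for no effect and wells lacking A3G enzyme for full effect; some compounds called inactive have numbers as strong as hits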
Target sequence (Q9HC16 whole entry, looked up): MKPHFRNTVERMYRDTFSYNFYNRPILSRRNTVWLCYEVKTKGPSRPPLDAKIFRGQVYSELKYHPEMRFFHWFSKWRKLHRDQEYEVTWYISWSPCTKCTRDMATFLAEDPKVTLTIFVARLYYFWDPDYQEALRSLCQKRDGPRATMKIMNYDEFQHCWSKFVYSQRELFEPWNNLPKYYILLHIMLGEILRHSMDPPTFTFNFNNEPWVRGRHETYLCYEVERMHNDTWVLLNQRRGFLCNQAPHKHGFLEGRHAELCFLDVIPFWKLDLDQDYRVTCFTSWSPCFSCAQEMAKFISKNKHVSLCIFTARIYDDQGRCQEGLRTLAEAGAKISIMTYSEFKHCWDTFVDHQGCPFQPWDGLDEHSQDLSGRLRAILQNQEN
hIAP block: human IAP inhibition | purified IAP, CDP-Star luminescence, 30 min | inhibition, % at 10 µM | hit rate 0.12% among 330,000 | AID 2544 | P09923;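 active = inhibition reaching a set limit with compound at 10 µM in the primary screen, cut at about 35% in these data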;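 also: plate controls were DMSO wells with enzyme for no effect and no-enzyme buffer wells for full effect; values of inactives mirror those of a sister screen read the other way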
Target sequence (P09923 whole entry, looked up): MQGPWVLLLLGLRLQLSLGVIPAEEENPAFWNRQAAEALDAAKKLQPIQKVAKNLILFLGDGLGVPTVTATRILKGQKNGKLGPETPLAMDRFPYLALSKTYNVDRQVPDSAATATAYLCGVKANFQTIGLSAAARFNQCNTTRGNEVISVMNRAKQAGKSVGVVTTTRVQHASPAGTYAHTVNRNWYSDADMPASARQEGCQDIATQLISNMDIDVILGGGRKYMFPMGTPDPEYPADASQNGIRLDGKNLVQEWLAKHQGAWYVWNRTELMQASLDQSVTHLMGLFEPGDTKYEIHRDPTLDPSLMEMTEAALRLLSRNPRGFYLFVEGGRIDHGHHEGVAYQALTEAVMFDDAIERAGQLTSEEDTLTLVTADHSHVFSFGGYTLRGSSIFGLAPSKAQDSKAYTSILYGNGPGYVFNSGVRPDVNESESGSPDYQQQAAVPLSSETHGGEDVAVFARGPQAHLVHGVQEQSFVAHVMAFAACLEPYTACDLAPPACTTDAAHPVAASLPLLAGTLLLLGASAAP
hIAP act: human IAP activation | P09923 | purified human IAP, CDP-Star luminescence, 30 min; active compounds read high; 1 = vehicle-only enzyme, 0 = enzyme-free background | activation factor at 10 µM | hit rate 0.16% among 330,000 | AID 2524;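 active = activation factor of the enzyme at least 2-fold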; also: the source names both 10 and 20 µM as test concentration; values of inactives mirror those of a sister screen read the other way
mIAP block: blocks mouse intestinal alkaline phosphatase; purified mouse IAP, CDP-Star luminescence, 30 min; AID 2806; hit rate 0.2% among 330,000; inhibition, % at 10 µM;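 active = inhibition of at least 40% at 10 µM in the primary screen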;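 also: plate controls were DMSO with enzyme for no effect and no enzyme wells for full effect; values of inactives mirror those of a sister screen read the other way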
NR3A LBD binder: NR3A (human) ligand-binding domain modulation | NR3A LBD differential scanning fluorimetry, Tm shift; 0% = protein alone, 100% = glycine-bound protein | Tm shift relative to glycine control, % at 25 µM | hit rate 2.5% among 340,000;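 active = melting temperature shift of at least 10% of the positive control shift, at one fixed dose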
MIN6 prolif: MIN6 beta-cell proliferation induction; proliferation, % at 10 µM; hit rate 0.29% among 330,000; MIN6 cells proliferation, ATPlite luminescence, 48 h; cells starved in 0.2% serum; 100% = growth in 10% serum;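 active = compounds whose signal lies at least 3.5 SD above the mean of all wells on their plate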;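 also: 0% = DMSO-treated cells in low-serum medium and 100% = 10% serum control; some compounds called inactive have numbers as strong as hits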
APOBEC3A inh: blocks human APOBEC3A ssDNA deamination; recombinant A3A, FAM/TAMRA ssDNA deamination fluorescence; inhibition, % at 20 µM; AID 493011; hit rate 0.41% among 330,000;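 active = at least 40% inhibition at 20 µM here, with at most 30% in a related deaminase screen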;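 also: plate controls were A3A with DMSO for no effect and wells lacking A3A enzyme for full effect; some results filed as inactive read as strong as hits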
Target sequence (P31941 whole entry, looked up): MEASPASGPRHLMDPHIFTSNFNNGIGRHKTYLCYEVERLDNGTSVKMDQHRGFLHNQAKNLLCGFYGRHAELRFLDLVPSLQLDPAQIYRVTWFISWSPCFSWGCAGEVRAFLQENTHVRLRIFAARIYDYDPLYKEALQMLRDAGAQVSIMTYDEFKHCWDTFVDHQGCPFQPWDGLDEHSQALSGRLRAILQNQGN
MPTP inh: blocks calcium-induced mitochondrial swelling; isolated mouse mitochondria, Ca2+ swelling absorbance, 30 min; inhibition, % at 10 µM; hit rate 1.4% among 360,000; AID 602449;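 active = inhibition of 50% or more, scaled per plate between neutral and stimulator controls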;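 also: 0% = DMSO wells given calcium and 100% = 1 mM EGTA wells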
mIAP activ: increases mouse intestinal alkaline phosphatase activity. muIAP, CDP-Star luminescence, 30 min; active compounds read high; 1 = vehicle-only enzyme signal, 0 = enzyme-free wells. hit rate 0.24% among 330,000. activation factor at 10 µM;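 active = activation factor of at least 2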; also: the source names both 10 and 20 µM as test concentration; values of inactives mirror those of a sister screen read the other way
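Assay system: mouse IAP enzyme; reagent: chemiluminescent substrate CDP-Star; dosing: test compounds delivered from DMSO solution; schedule: 30 min at room temperature; measured by: luminescence from enzymatic CDP-Star hydrolysis; controls: DMSO-only wells and no-enzyme negative control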
* = called active by the depositor.

SMILES | APOBEC3G inh | hIAP block | hIAP act | mIAP block | NR3A LBD binder | MIN6 prolif | APOBEC3A inh | MPTP inh | mIAP activ
Cc1ccc(NC(=O)CN(C)CC(=O)N(CC(C)C)c2c(N)n(CC(C)C)c(=O)[nH]c2=O)c(C)c1 | -8 | 1 | 0.99 | -3 | 0 | -2 | -5 | -1.2 | 1
CCN(CC)S(=O)(=O)c1cc(NC(=O)C(C)N2CCN(c3ccccn3)CC2)ccc1C (stereo not given) | -7 | 1 | 0.99 | 6 | 0 | -3 | 5 | 0.2 | 0.94
Oc1ccc(/C=N/N2CCN(C3c4ccccc4-c4ccccc43)CC2)cc1 | -5 | 9 | 0.91 | 10 | 5 | -4 | -3 | 3.8 | 0.9
COc1ccc(-c2noc(CN(C)CCC3CCCCO3)n2)cc1 (stereo not given) | -3 | 3 | 0.97 | -1 | 0 | -2 | 2 | -1.7 | 1
CC(C)CCC[C@@H](C)[C@H]1CC[C@H]2[C@@H]3C(=O)C=C4C[C@@H](O)CC[C@]4(C)[C@H]3CC[C@]12C | 9 | -11 | 1.1 | -15 | -4 | -6 | -5 | 2.5 | 1.1
O=C(c1c(Cl)cccc1Cl)N1CCN(c2ncccn2)CC1 | -7 | 1 | 0.99 | 0 | -3 | 1 | -3 | -0.2 | 0.99
COc1cc(CCC(=O)Nc2ccc(C)c(S(=O)(=O)N(C)C)c2)cc(OC)c1OC | -5 | -3 | 1 | 1 | -9 | -2 | -4 | 19 | 0.99
Cn1c(=O)cc(Cl)[nH]c1=O | -3 | -4 | 1 | -3 | -2 | -3 | -1 | -1.8 | 1
CCOc1ccc(NC(=O)C(=S)NC2CCCCC2)cc1 | -1 | 0 | 1 | -5 | 6 | -2 | 1 | 3.6 | 1
CC(=C\c1ccccc1)/C=C1/SC(=S)N(CCCC(=O)O)C1=O | -8 | 13 | 0.87 | 6 | -2 | -5 | -3 | 0.6 | 0.94
Cc1cc(C)cc(N2C(=O)CC(Cn3nc(C)cc3C)C2=O)c1 (stereo not given) | 0 | 1 | 0.99 | 3 | -1 | -3 | 0 | 1.5 | 0.97
OC(COc1ccc2cc(Br)ccc2c1)CN1CCCC1 (stereo not given) | -2 | -13 | 1.1 | -10 | 2 | -5 | 4 | 88* | 1.1
COc1ccc(C(=O)OCC(=O)Nc2ccc(F)cc2F)cc1OC | 2 | -20 | 1.2 | 7 | 2 | 0 | 3 | -0.5 | 0.93
O=C(COc1ccccc1O)Nc1ccc(Cl)cc1 | -1 | -12 | 1.1 | 5 | -7 | 0 | 0 | 4.0 | 0.95
CNc1nc2c(c(=O)n(C)c(=O)n2C)n1Cc1ccccc1 | -1 | 0 | 1 | 1 | -3 | -3 | 0 | 27 | 0.99
COc1ccc2[nH]c3c(=O)n(N)c(=O)[nH]c3c2c1 | -9 | 17 | 0.83 | 0 | 2 | -3 | -4 | -0.7 | 1
CCCOc1ccc(N2C(=O)CC(N(Cc3ccc(OC)cc3)C(=S)Nc3ccccc3)C2=O)cc1 (stereo not given) | -1 | 16 | 0.84 | 0 | 24* | -5 | 0 | -20 | 1
Cc1c(N=Cc2cccnc2)c(=O)n(-c2ccccc2)n1C | -2 | -9 | 1.1 | -4 | -1 | 3 | -1 | -1.3 | 1
C/C(=N/NC(=O)c1cccs1)c1c(C)[nH]n(-c2nc3ccccc3s2)c1=O | -7 | 8 | 0.92 | 9 | -11 | -6 | -7 | 0.7 | 0.91
COC1OC(COC(=O)c2ccccc2)C(OC(=O)c2ccccc2)C1OC(=O)c1ccccc1 (stereo not given) | -4 | -2 | 1 | 2 | -1 | -5 | 1 | 0.7 | 0.98

4 records drawn at random from the list so far, as already listed:
SMILES | APOBEC3G inh | hIAP block | hIAP act | mIAP block | NR3A LBD binder | MIN6 prolif | APOBEC3A inh | MPTP inh | mIAP activ
CCN(CC)S(=O)(=O)c1cc(NC(=O)C(C)N2CCN(c3ccccn3)CC2)ccc1C (stereo not given) | -7 | 1 | 0.99 | 6 | 0 | -3 | 5 | 0.2 | 0.94
Oc1ccc(/C=N/N2CCN(C3c4ccccc4-c4ccccc43)CC2)cc1 | -5 | 9 | 0.91 | 10 | 5 | -4 | -3 | 3.8 | 0.9
OC(COc1ccc2cc(Br)ccc2c1)CN1CCCC1 (stereo not given) | -2 | -13 | 1.1 | -10 | 2 | -5 | 4 | 88* | 1.1
CCOc1ccc(NC(=O)C(=S)NC2CCCCC2)cc1 | -1 | 0 | 1 | -5 | 6 | -2 | 1 | 3.6 | 1

Further entries:
SMILES | APOBEC3G inh | hIAP block | hIAP act | mIAP block | NR3A LBD binder | MIN6 prolif | APOBEC3A inh | MPTP inh | mIAP activ
Cc1cc(C)[n+](-c2ccc(Oc3ccccc3)c(S(=O)(=O)[O-])c2)[nH]1 | -3 | -15 | 1.2 | -1 | -2 | 0 | 3 | 1.2 | 1
O=C(O)c1cc(N/N=C/C(Cl)=C/c2ccccc2)ccc1Cl | -4 | 19 | 0.81 | 13 | -2 | -1 | 3 | 1.3 | 0.87
CCn1cc(C2=NOC(C(=O)Nc3cc(C)nn3-c3ccccc3)C2)c(C)n1 (stereo not given) | -5 | -4 | 1 | 0 | -1 | -5 | 3 | -1.5 | 1
O=C(O)c1nn2cc(CCO)cnc2c1Cl | -8 | 0 | 1 | 3 | -1 | 4 | -4 | -2.7 | 0.97
CCOC(=O)c1c(C)[nH]c(C)c1S(=O)(=O)NCCc1cccs1 | -4 | -10 | 1.1 | 0 | -2 | -3 | -5 | 0.0 | 1
CC(=O)Nc1ccc(S(=O)(=O)N2CCN(CCN3CCOCC3)CC2)cc1Cl | 3 | 10 | 0.9 | -9 | 1 | -2 | 6 | 1.6 | 1.1
CN(C(=O)COC(=O)c1ccc(Br)o1)c1c(N)n(Cc2ccccc2)c(=O)[nH]c1=O | 5 | 9 | 0.91 | -9 | 0 | -4 | 8 | -0.8 | 1.1
CCCCNC(=O)c1cccc2c(=O)c(C)c(-c3ccccc3)oc12 | -1 | 13 | 0.87 | -13 | 2 | 4 | 5 | 1.2 | 1.1
CS(=O)(=O)c1ccc(Cl)c(NC(=O)COC(=O)CNC(=O)c2ccccc2)c1 | -2 | -4 | 1 | 4 | -2 | 5 | -2 | -2.0 | 0.96
CC/C(=N\NC(=O)c1ccc2c(c1)OCO2)c1ccccc1 | -10 | 30 | 0.7 | 4 | 1 | 0 | 23 | -1.8 | 0.96
O=C(CSc1ccc(F)cc1)N1CCN(S(=O)(=O)c2ccccc2)CC1 | -6 | -6 | 1.1 | -5 | 2 | -3 | -5 | -1.0 | 1.1
CC(Sc1nnc(-c2ccccc2)c(-c2ccccc2)n1)C(=O)Nc1ncc(Cl)cc1Cl (stereo not given) | 4 | 7 | 0.93 | 13 | 2 | -3 | 3 | 1.5 | 0.87
C=CCn1c(SCC(=O)Nc2cc(NC(C)=O)ccc2OC)nnc1-c1ccccn1 | -4 | 12 | 0.88 | -4 | 0 | -3 | -1 | 0.1 | 1
O=C(Nc1ccc2c(c1)OCO2)c1cc2n(n1)C(C(F)(F)F)CC(c1ccccc1)N2 (stereo not given) | -2 | 17 | 0.83 | -6 | -7 | 0 | -1 | 2.0 | 1.1
CCO[C@H]1OC(C(=O)N2CCOCC2)=C[C@@H](c2ccccc2)[C@@H]1CCCO | -7 | 7 | 0.93 | -8 | -3 | 5 | 1 | -0.7 | 1.1
Cc1ccc(C(=O)Cc2cc3ccccc3oc2=O)c(C)c1 | 3 | 6 | 0.94 | 0 | 3 | -3 | 5 | -0.4 | 1
CCCCn1c(N)c(N(CCC(C)C)C(=O)C2CC(=O)N(c3ccc(OC)cc3OC)C2)c(=O)[nH]c1=O (stereo not given) | -9 | -15 | 1.2 | 7 | 1 | -2 | 2 | -0.9 | 0.93
CC(=O)N1c2ccc(S(=O)(=O)N3CCC(C(=O)Nc4ccccn4)CC3)cc2CC1C (stereo not given) | -7 | 7 | 0.93 | -2 | 2 | 0 | -3 | 0.7 | 1
Cc1ccc(S(=O)(=O)Nc2ccccc2F)cc1C(=O)NCc1ccco1 | -6 | 10 | 0.9 | -7 | -2 | 4 | -3 | -0.3 | 1.1
CCOC(=O)CCC(=O)N1CCNC(=O)C1 | -3 | -2 | 1 | 4 | 3 | -1 | -2 | -2.4 | 0.96
Cc1cccc(OCC(=O)Nc2ccc(NC(=O)c3ccco3)cc2)c1 | -1 | -6 | 1.1 | -3 | 9 | -1 | 0 | 0.5 | 1
O=C(COC(=O)Cc1c(Cl)cccc1Cl)NCCC1=CCCCC1 | -8 | -6 | 1.1 | -8 | -2 | 0 | -1 | -0.6 | 1.1
CN(Cc1ccccn1)C(=O)CC1C(=O)NCCN1Cc1ccc(F)cc1Cl (stereo not given) | 0 | 0 | 1 | -1 | 0 | -3 | -3 | -1.0 | 1
O=C1CCC(c2ccccc2)c2ccccc21 (stereo not given) | -5 | 11 | 0.89 | -4 | 1 | 0 | 0 | -0.1 | 1
O=C(Nc1c(Cl)ccc2nsnc12)c1cccnc1 | 1 | -12 | 1.1 | 4 | 0 | -3 | 2 | 0.1 | 0.96
O=S(=O)(c1ccccc1)N1CCCN(S(=O)(=O)c2ccccc2)CC1 | 1 | -22 | 1.2 | -3 | -1 | 0 | -4 | -0.9 | 1
CCCCc1nc(SCCN2CCOCC2)c2c(=O)n(C)c(=O)n(C)c2n1 | -5 | 6 | 0.94 | 9 | 0 | 3 | -2 | -0.6 | 0.91
COc1ccnc(Oc2ccccc2)c1C#N | -1 | 11 | 0.89 | 5 | -2 | 3 | 3 | -1.8 | 0.95
CCc1ccccc1OCC(=O)OCC(=O)c1c(N)n(C)c(=O)n(C)c1=O | -7 | 22 | 0.79 | -2 | -1 | -2 | 2 | -0.1 | 1
Nn1c(COc2ccccc2F)nnc1SCC(=O)NC1CCCC1 | 0 | -2 | 1 | 0 | 2 | -3 | 26 | -0.7 | 1
O=C1CN(C(=O)COC(=O)CCc2ccccc2O)c2ccccc2N1 | -2 | 5 | 0.95 | -2 | -2 | -1 | 2 | -1.6 | 1
COc1ccc(-c2cc(C(=O)OCC(=O)Nc3ccc4c(c3)OCO4)c3ccccc3n2)cc1 | -3 | 16 | 0.84 | 5 | 15* | -4 | 4 | 9.4 | 0.95
COc1ccc(-c2csc3ncnc(N4CCN(c5cccc(Cl)c5)CC4)c23)cc1 | -3 | 2 | 0.98 | -1 | 18* | -6 | 0 | 0.9 | 1
C=CC[C@H](CC(=O)N(CCO)Cc1ccccc1)C(=O)N[C@H](COC(=O)[C@@H](CC=C)CC(=O)OC(C)(C)C)Cc1c[nH]c2ccccc12 | -6 | -25 | 1.2 | -19 | -1 | -6 | -2 | 2.6 | 1.2
COc1cc(C(=O)NNC(=O)c2ccc(NC(=O)C(C)(C)C)cc2)cc(OC)c1OC | -8 | -16 | 1.2 | -11 | -1 | 1 | -2 | 0.2 | 1.1
O=C(C(Cc1ccccc1)n1cccc1)N1CCCCCC1 (stereo not given) | -12 | 8 | 0.92 | -5 | 0 | 0 | -5 | -0.3 | 1.1
O=C(OCC(=O)c1cccs1)c1ccc([N+](=O)[O-])o1 | -6 | -14 | 1.1 | -5 | 1 | -1 | -4 | -1.3 | 1
CS(=O)(=O)c1ccc2nc(NC(=O)C3CC(=O)N(c4ccccc4)C3)sc2c1 (stereo not given) | -7 | 9 | 0.91 | 7 | 3 | 1 | 1 | 1.0 | 0.93
CCOC(=O)CNC(=O)C1COc2ccccc2O1 (stereo not given) | 9 | -18 | 1.2 | -4 | -1 | 0 | 4 | 0.5 | 1
COc1ccc(NC(=S)N(CCc2c(C)[nH]c3ccccc23)Cc2ccco2)cc1 | -9 | 0 | 1 | -6 | -10 | -6 | -1 | 0.9 | 1.1
